A3G deaminase: blocks human APOBEC3G single-stranded DNA deamination; recombinant A3G, ssDNA deamination FAM/TAMRA fluorescence; inhibition, % at 20 µM; hit rate 0.28% among 330,000;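 active = inhibition of at least 40% at 20 µM, with no more than 30% in the related APOBEC3A deaminase screen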;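 also: plate controls were DMSO wells with A3G for no effect and wells lacking A3G enzyme for full effect; some compounds called inactive have numbers as strong as hits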
Target sequence (Q9HC16 whole entry, looked up): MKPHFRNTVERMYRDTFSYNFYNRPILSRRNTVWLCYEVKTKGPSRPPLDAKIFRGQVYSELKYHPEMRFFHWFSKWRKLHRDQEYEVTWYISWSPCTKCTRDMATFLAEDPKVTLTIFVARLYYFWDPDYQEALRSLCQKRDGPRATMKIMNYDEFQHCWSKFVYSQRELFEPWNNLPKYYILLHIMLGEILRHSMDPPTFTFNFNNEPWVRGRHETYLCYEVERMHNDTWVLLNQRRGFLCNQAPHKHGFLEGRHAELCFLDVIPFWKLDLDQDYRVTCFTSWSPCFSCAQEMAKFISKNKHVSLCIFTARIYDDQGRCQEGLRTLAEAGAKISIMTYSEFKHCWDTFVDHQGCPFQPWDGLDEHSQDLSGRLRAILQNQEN
hIAP activ: increases human intestinal alkaline phosphatase activity. P09923. purified human IAP, CDP-Star luminescence, 30 min; active compounds read high; 1 = vehicle-only enzyme, 0 = enzyme-free background. activation factor at 10 µM. hit rate 0.16% among 330,000. AID 2524;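 active = activation factor of the enzyme at least 2-fold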; also: the source names both 10 and 20 µM as test concentration; values of inactives mirror those of a sister screen read the other way
APOBEC3A inh: human APOBEC3A DNA deaminase inhibition | recombinant A3A, FAM/TAMRA ssDNA deamination fluorescence | inhibition, % at 20 µM | hit rate 0.41% among 330,000 | AID 493011;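 active = at least 40% inhibition at 20 µM here, with at most 30% in a related deaminase screen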;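 also: plate controls were A3A with DMSO for no effect and wells lacking A3A enzyme for full effect; some results filed as inactive read as strong as hits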
Target sequence (P31941 whole entry, looked up): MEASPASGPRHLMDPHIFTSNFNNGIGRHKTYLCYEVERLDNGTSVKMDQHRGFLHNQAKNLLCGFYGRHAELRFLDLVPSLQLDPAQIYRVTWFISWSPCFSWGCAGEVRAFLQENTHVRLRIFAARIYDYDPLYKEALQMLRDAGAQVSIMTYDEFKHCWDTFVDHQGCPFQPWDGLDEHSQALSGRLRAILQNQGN
NLRP3 yeast inh: blocks the NALP3 inflammasome reconstituted in yeast; Yeast reconstituted NLRP3/ASC/caspase-1, beta-gal luminescence, 24 h; inhibition, % at 10 µM; hit rate 0.39% among 330,000;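 active = inhibition of 50% or more; inactive = inhibition below 50%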;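 also: plate controls were induced DMSO wells for no effect and uninduced yeast grown without galactose for full effect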
mIAP block: mouse IAP inhibition. purified mouse IAP, CDP-Star luminescence, 30 min. hit rate 0.2% among 330,000. AID 2806. inhibition, % at 10 µM;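 active = inhibition of at least 40% at 10 µM in the primary screen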;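 also: plate controls were DMSO with enzyme for no effect and no enzyme wells for full effect; values of inactives mirror those of a sister screen read the other way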
MIN6 prolif: MIN6 beta-cell proliferation induction | MIN6 cells proliferation, ATPlite luminescence, 48 h; cells starved in 0.2% serum; 100% = growth in 10% serum | proliferation, % at 10 µM | hit rate 0.29% among 330,000;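 active = compounds whose signal lies at least 3.5 SD above the mean of all wells on their plate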;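 also: 0% = DMSO-treated cells in low-serum medium and 100% = 10% serum control; some compounds called inactive have numbers as strong as hits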
SENP1 FRET inh: SENP1 (human) catalytic domain inhibition; recombinant SENP1 catalytic domain, CyPet-SUMO1-YPet FRET cleavage; inhibition, % at 10 µM; hit rate 0.21% among 360,000; AID 624204;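 active = inhibition at least 30% at 10 µM, raw YFP signal under a set limit, fluorescence ratio 0.5 to 1.5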;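 also: 0% = enzyme with DMSO and 100% = no enzyme wells; some results filed as inactive read as strong as hits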
Target sequence (Q9P0U3 419-644 limits assumed): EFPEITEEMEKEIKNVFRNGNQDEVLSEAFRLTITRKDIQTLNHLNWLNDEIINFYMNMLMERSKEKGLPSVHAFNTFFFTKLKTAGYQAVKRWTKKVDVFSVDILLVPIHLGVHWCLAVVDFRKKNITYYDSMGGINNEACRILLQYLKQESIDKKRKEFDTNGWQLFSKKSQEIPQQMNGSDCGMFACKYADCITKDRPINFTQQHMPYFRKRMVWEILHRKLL
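Material – human SENP1 catalytic domain · Input – SENP1 enzyme, 20 pM final · Compound dosing – single concentration of 10 µM compound, 0.5% DMSO final · Timing – enzyme reaction for 50 min at room temperature, dark · Measured by – FRET fluorescence in CFP and YFP emission channels · Control set – no-enzyme wells low, DMSO-plus-enzyme wells high control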
hIAP block: blocks human intestinal alkaline phosphatase; hit rate 0.12% among 330,000; P09923; purified IAP, CDP-Star luminescence, 30 min; inhibition, % at 10 µM;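 active = inhibition reaching a set limit with compound at 10 µM in the primary screen, cut at about 35% in these data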;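 also: plate controls were DMSO wells with enzyme for no effect and no-enzyme buffer wells for full effect; values of inactives mirror those of a sister screen read the other way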
mIAP act: increases mouse intestinal alkaline phosphatase activity. activation factor at 10 µM. muIAP, CDP-Star luminescence, 30 min; active compounds read high; 1 = vehicle-only enzyme signal, 0 = enzyme-free wells. AID 2805. hit rate 0.24% among 330,000;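 active = activation factor of at least 2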; also: the source names both 10 and 20 µM as test concentration; values of inactives mirror those of a sister screen read the other way
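Assay system: mouse IAP enzyme / Compound: DMSO-dissolved test compounds / Timing: 30 min, room temperature / Measured by: luminescence from enzymatic CDP-Star hydrolysis / Control set: DMSO-only wells, enzyme-free buffer wells as negative control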
* = called active by the depositor; . = no result given.

SMILES | A3G deaminase | hIAP activ | APOBEC3A inh | NLRP3 yeast inh | mIAP block | MIN6 prolif | SENP1 FRET inh | hIAP block | mIAP act
Cc1ccccc1NC(=O)c1ccc(Cl)c(NC(=O)c2cccnc2)c1 | -2 | 1.1 | -4 | 15 | 2 | 0 | . | -7 | 0.98
CCOc1cc(/C=N/NC(=O)C(N)=O)cc(Br)c1O | -1 | 0.91 | 1 | 23 | 17 | -2 | 0 | 9 | 0.83
CC1(C)CC(=O)C(C(O)c2cccc([N+](=O)[O-])c2)C(C)(C)N1 (configuration not stated) | -7 | 1 | -1 | 18 | 10 | -2 | 6 | -1 | 0.9
O=C(CN(C(=O)CCC(=O)Nc1ccccn1)c1ccc(F)cc1)NCCc1ccccc1 | -5 | 1 | 5 | 1 | 4 | 0 | 2 | 0 | 0.96
Cc1ccc(S(=O)(=O)N(C)C)cc1NC(=O)CN1C(=O)NC2(CCCc3ccccc32)C1=O (configuration not stated) | -10 | 1.1 | 10 | -4 | -4 | -2 | -1 | -14 | 1
COc1cccc(NC(=O)CSc2nnc(CNC(=O)c3ccccc3)n2C)c1 | -4 | 0.83 | -1 | 16 | 6 | 2 | 4 | 17 | 0.94
CCCNC(=O)C(=O)Nc1ccc2c(c1)N(S(=O)(=O)c1cccs1)CCC2 | -3 | 0.95 | 1 | 12 | 4 | -1 | 1 | 5 | 0.95
Cc1ccc(C)c(NC(=S)N(CCN(C)C)C(C)c2ccccn2)c1 (configuration not stated) | -2 | 1 | 1 | 15 | 2 | -4 | 1 | -4 | 0.98
COCCn1c(C)cc(C(=O)CSc2ncn[nH]2)c1C | -1 | 0.75 | 2 | 19 | 2 | 0 | 2 | 25 | 0.98
CCOc1ccc(NC(=O)COc2ccccc2C(=O)NCc2ccccc2)cc1 | 2 | 0.98 | 5 | 16 | -36 | -1 | 0 | 2 | 1.4
CCC(Sc1nc2ccccc2o1)C(=O)O (configuration not stated) | -16 | 0.98 | -2 | 19 | 4 | 5 | -2 | 2 | 0.96
O=C(OCCN1CCCC1=O)c1cc(F)c(F)c(F)c1F | -5 | 1 | -1 | 4 | 9 | 0 | 0 | -4 | 0.91
O=C(CCN1C(=O)/C(=C/c2cccs2)SC1=S)Nc1cccc(C(=O)O)c1 | 3 | 1.1 | 1 | 16 | -2 | -1 | 10 | -7 | 1
COc1ccc(-c2csc(-c3cc4ccccc4oc3=N)n2)cc1 | -3 | 0.82 | 1 | 5 | 8 | -3 | -29 | 18 | 0.92
O=C(COCc1cc(-c2ccc3c(c2)OCO3)on1)N1CCN(c2ccccc2)CC1 | 7 | 0.84 | -1 | 17 | -11 | -3 | 2 | 16 | 1.1
CSc1c(CC(=O)NCCCO)n(Cc2ccccc2)c2ccccc12 | -7 | 1 | -2 | -2 | -1 | -1 | -1 | -1 | 1
O=S(=O)(Cc1ccccc1Cl)c1ncn[nH]1 | -5 | 1.1 | 1 | 21 | -9 | -1 | 4 | -10 | 1.1
CCN(c1ccc(NC(=O)CSc2ccc3c(c2)OCCO3)cc1)C(C)C | -2 | 1.2 | 1 | 28 | -14 | -4 | 0 | -22 | 1.1
O=C(NC1CCCCCC1)c1cccnc1Sc1ccc(Cl)cc1 | -4 | 0.96 | 0 | 16 | -11 | 0 | 1 | 4 | 1.1
Cc1ccc(C)c(NC(=O)CN(C)C(=O)c2ccccc2OCc2ccccc2Cl)c1 | 17 | 1.1 | -4 | 4 | -4 | -5 | -2 | -12 | 1
Cc1ccc(C(C(=O)NC2CCCCC2)N(CC2CCCO2)C(=O)CNC(=O)c2cccs2)cc1 (configuration not stated) | -4 | 0.99 | -4 | -1 | -8 | -3 | 3 | 1 | 1.1
Cc1nn(C(=O)CCCn2cc([N+](=O)[O-])cn2)c(C)c1Cl | -10 | 0.91 | -2 | -11 | 0 | 2 | 0 | 9 | 1
CCc1cc2c(=O)[nH]c(CC(N)=O)nc2s1 | -3 | 1 | 4 | -1 | -3 | -1 | -6 | 0 | 1
CCOc1cc(C(=O)CSc2nnc(CNc3ccc(Cl)cc3)o2)ccc1NC(=O)CC | 0 | 0.88 | 2 | 8 | 10 | -2 | 0 | 12 | 0.9
COc1ccc(Cc2noc(CN(C)Cc3ccc(-n4cccn4)cc3)n2)cc1OC | -4 | 0.94 | 0 | 14 | -1 | -1 | 3 | 6 | 1
COc1ccc(C2/C=C\CN(C(=O)Oc3ccc(C(F)(F)F)cc3)CC(=O)N2Cc2ccc(F)cc2)cc1 (configuration not stated) | -9 | 0.93 | -1 | -2 | 11 | -8 | 1 | 7 | 0.89
O=C1c2ccccc2-c2onc3ccc(NCCCn4ccnc4)c1c23 | -215 | 0.84 | -112 | 2 | 15 | -1 | . | 16 | 0.85
COc1ccc(NC(=O)CCCC(=O)OCC(F)(F)C(F)F)cc1 | -5 | 1.1 | -4 | 7 | -8 | -2 | 6 | -15 | 1.1
Cc1cc(C)c(S(=O)(=O)c2ccc(Cl)cc2)c(=O)[nH]1 | -6 | 1.1 | 1 | -6 | 8 | -4 | 3 | -5 | 0.92
CC[C@]12c3[nH]c4cc(CCC(=O)N(C)C)ccc4c3CCN1C(=O)[C@@H](CC(=O)NCc1ccc(OC)c(OC)c1)C[C@@H]2C(=O)N1CCN(C(=O)C2CC2)CC1 | 8 | . | 3 | . | 7 | . | 1 | . | 0.93

Single values from the results shown:
COc1ccc(NC(=O)CCCC(=O)OCC(F)(F)C(F)F)cc1 in A3G deaminase has -5
O=S(=O)(Cc1ccccc1Cl)c1ncn[nH]1 in mIAP act has 1.1

Continuation:
SMILES | A3G deaminase | hIAP activ | APOBEC3A inh | NLRP3 yeast inh | mIAP block | MIN6 prolif | SENP1 FRET inh | hIAP block | mIAP act
CN(C)CCNc1oc(/C=C/c2ccccc2)nc1C#N | -4 | 0.99 | 3 | 8 | -9 | -3 | -3 | 1 | 1.1
O=C1N=C(N2CCOCC2)S/C1=C\c1ccncc1 | -8 | 0.98 | -5 | 19 | 3 | 1 | 1 | 2 | 0.97
COCCN(C(=O)C1CC1)c1nnc(-c2ccc(C)cc2)s1 | -10 | 1.2 | -3 | 20 | -15 | -2 | 3 | -16 | 1.1
COc1ccc(Br)cc1C(=O)Nc1ccccc1N1CCCC1 | -3 | 0.9 | -4 | 18 | 4 | -5 | 1 | 10 | 0.96
COc1ccc(C(=O)N2CCN(C)C(=O)[C@@H]2C)cc1OC1CCN(C(C)=O)CC1 | -6 | 0.95 | -1 | 12 | 4 | 0 | 1 | 5 | 0.96
CCOc1ccc2nc(N3CCC(C(=O)Nc4nnc(CC)s4)CC3)sc2c1 | -4 | 0.92 | -3 | 17 | 1 | -2 | -1 | 8 | 0.99
O=C(CCCc1ccccc1)Nc1cccnc1 | -3 | 0.98 | -2 | 17 | -2 | 0 | 1 | 2 | 1
Cc1nn(Cc2ccccc2)c(C)c1NC(=O)c1cc2nc(-c3ccco3)cc(C(F)(F)F)n2n1 | 3 | 1 | 5 | 13 | 2 | 1 | -60 | 0 | 0.98
O=C(Cn1nnc(-c2cccc(C(F)(F)F)c2)n1)N1CCCCCC1 | -5 | 1.2 | -4 | 5 | -14 | -2 | 1 | -19 | 1.1
NC(=O)N/N=C/c1cc(Br)ccc1OC(=O)c1ccccc1 | -5 | 1.1 | -6 | 3 | -6 | -3 | -7 | -8 | 1.1
COc1ccc(S(=O)(=O)CCC(=O)N2CCN(c3ccccc3F)CC2)cc1 | -3 | 0.97 | 0 | 13 | -2 | -1 | 1 | 3 | 1
C[C@H](N)c1nnc(SCC(=O)c2ccc(Cl)cc2)o1 | -5 | 0.87 | 0 | 8 | 14 | 2 | 3 | 13 | 0.86
CNCC(=O)O | -9 | 1.1 | -1 | 9 | 6 | -1 | 2 | -5 | 0.94
COc1ccc(CCC(=O)Nc2ccc(-c3noc(-c4ccc(OC)c(OC)c4)n3)cc2)cc1 | -4 | 0.89 | 1 | -15 | 4 | -2 | 2 | 11 | 0.96
CCc1ccc(OC(C)c2nnc(SCC(=O)Nc3ncccc3C)n2C)cc1 (configuration not stated) | -7 | 0.89 | 0 | 20 | 6 | 0 | 0 | 11 | 0.94
COc1ccc(C(C(=O)NC2CCCCC2)N(C(=O)c2sc(C)nc2C)c2ccccc2)cc1 (configuration not stated) | -9 | 0.91 | 0 | 2 | 3 | 1 | -2 | 9 | 0.97
O=C(CCNC(=O)c1ccccc1Cl)NCC(c1ccc(F)cc1)N1CCOCC1 (configuration not stated) | 0 | 0.96 | 2 | 5 | -1 | 1 | 1 | 4 | 1
O=S(=O)(NCC(Nc1ccccc1)c1ccccc1)c1ccc(Cl)cc1 (configuration not stated) | 2 | 1.2 | 4 | 15 | -30 | -4 | 3 | -20 | 1.3
CC(C)C(=O)Nc1ccc(NC(=S)NC(=O)c2ccccc2F)cc1 | -6 | 1.1 | -2 | 14 | 6 | -1 | 2 | -11 | 0.94
Cc1ccc2c(n1)CC(C)(C)CC2=O | 2 | 0.85 | 3 | 6 | 3 | 1 | 1 | 14 | 0.97
Cc1ccc(-c2cc(C(F)F)nc(NCc3cccs3)n2)cc1 | -2 | 0.96 | -3 | 21 | 4 | -1 | 2 | 4 | 0.96
Cc1cc(=O)[nH]c2ccc(S(=O)(=O)Nc3ccccc3)cc12 | -2 | 1.2 | 0 | 32 | 0 | 1 | 1 | -18 | 1
CC(C)C(=O)Nc1ccc(C(=O)N/N=C/c2cc(Br)cc(Br)c2O)cc1 | -9 | 1.2 | -3 | -13 | 29 | -6 | -21 | -18 | 0.71
Cc1cc(C(=O)COC(=O)c2csc3c2CCCC3)c(C)n1C | 1 | 0.85 | 0 | 54* | -3 | -2 | 2 | 15 | 1
FC(F)Oc1ccc(NC(=S)NCc2cccnc2)cc1 | -2 | 1 | 2 | 12 | -13 | 3 | 2 | -4 | 1.1
O=C(NCc1ccc2c(c1)OCO2)Nc1cccc(Cl)c1 | 3 | 1.1 | 2 | 20 | -92 | -1 | 0 | -10 | 1.9
CCN1CCN(c2nc(-c3ccccc3)c3ccccc3n2)CC1 | -13 | 1 | -4 | 28 | 6 | -3 | -49 | 0 | 0.94
CC(C)NC(=O)CSc1nnc(C2CC2)n1-c1ccccc1 | -6 | 1.1 | 0 | 14 | -13 | -1 | 0 | -9 | 1.1
CCOc1ccccc1CN1CCN(S(=O)(=O)CC)CC1 | -6 | 0.89 | -5 | 14 | -6 | -3 | 0 | 11 | 1.1
CC1(CCc2ccccc2)NC(=O)N(Cc2cc([N+](=O)[O-])cc3c2OCOC3)C1=O (configuration not stated) | -3 | 0.98 | -2 | 11 | -4 | -4 | 3 | 2 | 1
c1ccc(-c2csc(Nc3cccnc3)n2)cc1 | -5 | 1 | -6 | 17 | -22 | 0 | 1 | -2 | 1.2
COC(=O)c1ccc(C(=O)N(Cc2ccccc2)c2ccccc2)cc1 | -7 | 1 | -5 | 22 | 6 | -1 | 0 | -3 | 0.94

Some of the compounds tested; the hit share may differ from the screen's.
